Assay outcomes from PubChem.
Tb PYK inh = T. brucei pyruvate kinase inhibition; Q57TT1; TbPYK enzyme, Kinase-Glo Plus ATP luminescence, 45 min; Potency, µM (highest dose often 76.8 µM), for the others: at the top dose activity, negative = inhibition, hits mostly inhibitors; 410,000 compounds, 0.12% hits; AID 624173; active = well fitted inhibition curve with a large enough effect; note: nearly all actives have a fitted effect of over 50% in size
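Glycolytic pyruvate kinase of T. brucei was incubated with substrate, test compound and 130 uM ADP for 45 minutes at room temperature. Luminescent Kinase-Glo Plus signal was measured after 10 minutes.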
Numbers without * were called inactive; [ ] = dose if it differs, or a comment. % is set by controls: 0 for no effect and ±100 for the full control effect; potency is the fitted concentration of half-maximal effect. These rows are one share of the data. The share of hits here may be higher or lower than overall.

SMILES	Tb PYK inh
COC(=O)c1scc(-c2ccc(C)cc2)c1S(=O)(=O)Nc1ccc(NC(C)=O)cc1	-3%
CC(OC(=O)C1=COCCO1)C(=O)NC1CCCC(C)C1C (stereo unspecified)	0%
CN(Cc1cccc(-c2ccncc2)c1)C(=O)Oc1ccc([N+](=O)[O-])cc1	3%
CCCS(=O)(=O)NC(=O)C1(C)CCCN(C(=O)c2cncc(Br)c2)C1 (stereo unspecified)	5%
C[C@H](NC(=O)c1ncn2c1C(=O)N[C@@H](C)C2)C(=O)OC(C)(C)C	3%
COc1ccc(Cn2c(C(=O)O)c(CNCc3ccccc3F)c3ccc(OC)cc32)cc1	-5%
C[C@H](CO)N1C[C@H](C)[C@H](CN(C)S(=O)(=O)c2ccccc2)OCc2cnnn2CCCC1=O	-8%
O=C(Nc1cc(F)ccc1F)C1COc2ccccc2C1 (stereo unspecified)	2%
COc1cc(C(=O)N2CCc3c([nH]c4ccccc34)C2c2ccc(C)cc2)cc(OC)c1OC (stereo unspecified)	5%
COc1ccc(-c2cc(NC=O)c3ncc(-c4ccc(OC)c(OC)c4)n3c2)c(OC)c1	2%
COc1ccc(NC(=O)CSc2nc(C)cc(C)c2C(=O)Nc2ccccc2OC)cc1	2%
Cc1cc(C)c(NC(=O)CN2C(=O)c3cccnc3Oc3ccc(C)cc32)c(C)c1	-3%
COc1cc(C2c3c(-c4ccccc4O)n[nH]c3C(=O)N2CCO)ccc1OCc1ccccc1 (stereo unspecified)	3%
COc1ccc(CN2C(=O)C(CC(=O)NCCCN(C)C)CC(C(=O)N3CCOCC3)=C2C)cc1 (stereo unspecified)	4%
CC1=C(C(=O)N(C(C)C)C(C)C)CC(CC(=O)NCC2CCCCC2)C(=O)N1Cc1ccc(F)cc1 (stereo unspecified)	-7%
COC(=O)c1ccc2c(c1)N(Cc1ccc(F)cc1)C(=O)c1ccccc1S2	3%
CSc1cccc(NC(=O)Cn2c(=O)n(Cc3ccccc3)c(=O)c3sc4ccccc4c32)c1	0%
CC1(C(=O)NS(=O)(=O)Cc2ccccc2)CCN1C(=O)c1ccc(C2CCCCC2)cc1 (stereo unspecified)	0%
COc1ccc(-c2ccc(C(=O)Nc3ccc(Cl)cc3)c3occc23)c(C)c1	1%
CCc1nc2ccc(C(=O)N(C)Cc3ccco3)cn2c1N(C)Cc1ccc(OC)cc1	-3%
Cc1c(-c2nsc(NC(=O)c3cccs3)n2)nnn1-c1ccc(Br)cc1	-8%
CC1=Nc2cc(C(=O)NC3CCCC3)ccc2Sc2ccc(Br)cc21	-8%
CCc1ccccc1NC(=O)Cn1ccn(-c2cc(C)cc(C)c2)c(=O)c1=O	7%
CCOc1ccc(N(C(=O)c2ccccc2F)S(=O)(=O)c2ccc3c(c2)n(C)c(=O)n3C)cc1	-6%
CCn1c(=O)n(-c2ccc3c(c2)OCO3)c2nc(-c3cccc(OC)c3OC)nc(C(N)=O)c21	3%
CN1CCN(c2ncnc3c2ncn3[C@H]2CN(Cc3ccccc3)C[C@@H](CO)O2)CC1	1%
Cc1ccc2cccc(NC(=O)c3ccc(-c4ccc(Br)cc4)o3)c2n1	2%
Cc1cn([C@H]2C[C@H](O)[C@@H](CCC(=O)NCC(c3ccccc3)c3ccccc3)O2)c(=O)[nH]c1=O	1%
COc1ccc(-c2noc(CSc3nnc(C)n3-c3ccc(OC)cc3)n2)cc1	0%
COc1cccc(NC(=O)C(=O)NCC(c2cccnc2)N2CCN(c3ccccc3)CC2)c1 (stereo unspecified)	-2%
COc1cc(NC(=O)N2CCC(CN3CCOCC3)CC2)cc(OC)c1OC	2%
CCc1ccc(NC(=O)CN2CCN(C3CCCCC3)C(=O)C2=O)cc1	-2%
COc1cc(C2N=C(N)Nc3nc4ccccc4n32)ccc1OCCC(C)C (stereo unspecified)	-1%
Nc1nc(N)c2c(ccc3c2ccn3Cc2cccc([N+](=O)[O-])c2)n1	1%
Cc1ccc(S(=O)(=O)C(CNC(=O)C(=O)NCCc2ccccc2)c2cccs2)cc1 (stereo unspecified)	-6%
O=C(c1cccc(F)c1)N1CCC2(CCCN(Cc3ccccc3)C2)CC1	-3%
CCOC(=O)COc1ccc(CC)cc1C(=O)c1ccn2nc(-c3ccc(C)cc3)cc2n1	0%
Fc1cccc(Cc2c(-c3cccc(Br)c3)nc3ccc(Cl)cn23)c1	3%
COc1cc(C)ccc1S(=O)(=O)NC(=O)C1(C)CCN1C(=O)Cc1ccccc1Cl (stereo unspecified)	4%
COc1cccc(C=Cc2nccc3ccccc23)c1OC	-3%
CCc1ccc2oc(-c3ccc(C)c(NC(=O)c4ccc(C#N)cc4F)c3)nc2c1	-9%
CCCCCCN1CCN(C2CN(Cc3ccc(C)cc3)S(=O)(=O)C2)CC1 (stereo unspecified)	1%
CC(C)=CCC[C@H](C)CC1Cc2[nH]c(=S)[nH]c(=O)c2C(c2ccc(F)cc2)O1 (stereo partly specified)	-1%
O=C1CC(c2nc(-c3ccc(Cl)cc3)no2)CN1c1ccc2c(c1)OCCO2 (stereo unspecified)	2%
Cc1ccc(-c2nc(N3CCCC(C)C3)c3ccccc3n2)cc1 (stereo unspecified)	1%
O=C(NCCc1ccc(Cl)cc1)c1cccn1-c1nnc(N2CCCC2)s1	0%[15.4 µM]
COc1cc(-c2nc3nc[nH]n3c2Nc2ccc(C(C)C)cc2)ccc1O	3%
COc1ccc(NC(=O)CCCc2nnc3n(CCC(C)C)c(=O)c4sccc4n23)cc1Cl	1%
CCCn1c(=O)c2c(nc3n2CCN3c2ccc(C)cc2)n(C)c1=O	6%
Cc1cccnc1C(NC(=O)C1CCN(Cc2ccc(Cl)cc2)CC1)c1ccc(F)cc1 (stereo unspecified)	-1%
COc1cc2ccccc2cc1C(=O)Nc1ccc2oc(-c3ccc(F)cc3)nc2c1	1%
O=C(Cc1ccccc1)Nc1sc2c(c1C(=O)Nc1ccccc1)CCCCC2	-13%
Cc1ccc(NC(=O)CN(C)S(=O)(=O)c2ccc3c(c2)n(C)c(=O)c(=O)n3C)cc1C	1%
COc1cc(NS(=O)(=O)c2ccc(-c3cc(C)no3)cc2)cc(OC)c1	-2%
CN(C)CCN1CCN(C(c2ccnc3ccccc23)c2nnnn2-c2ccc3c(c2)OCCO3)CC1 (stereo unspecified)	4%
Cn1cc(-c2coc3c(C(=O)Nc4ccccc4)cccc23)cn1	0%
COc1ccc(OCC(=O)NC2CC(=O)N(c3ccc4c(c3)OCCO4)C2)cc1 (stereo unspecified)	-14%
N#Cc1ccccc1NC(=O)c1cc2c(=O)n3ccccc3nc2s1	-12%
CC1CCN(S(=O)(=O)c2ccc3nc(-c4cccnc4)cc(C(=O)NCCCOC(C)C)c3c2)CC1	1%
O=C(Nc1cccc(Br)c1)Nc1nc2c(s1)CCCCCC2	-8%

(further entries)
SMILES	Tb PYK inh
CN(Cc1ccccc1)C(=O)[C@@H]1CCCN1C(=O)OC(C)(C)C	-15%
COCCNC(=O)c1c(NC(=O)Cc2coc3cc(C)ccc23)sc2c1CCCC2	3%
Cc1cccc(CCNC(=O)Cn2ncc3c(=O)oc4ccccc4c32)c1	-1%
CC1(C(=O)Nc2ccc3c(c2)OCCO3)CCN1Cc1ccc2ccccc2c1 (stereo unspecified)	-6%
O=C(O)c1ccc(COc2ccc([N+](=O)[O-])cc2Cl)cc1	-4%
CCOc1ccc(Cl)cc1-c1cc(C(=O)Nc2ccc(C(C)C)cc2)[nH]n1	-4%
Cc1cccc(-c2noc(-c3ccc(N4CCN(C)CC4)c([N+](=O)[O-])c3)n2)c1	-11%
CCOC1CCCc2oc(-c3ccsc3)c(-c3cnc(OC)nc3)c21 (stereo unspecified)	-7%
CCc1nc2ccc(C(=O)NCCOc3ccc(OC)cc3)cn2c1N(C)C(=O)Cc1ccccc1	-3%
NC(CCc1ccccc1)c1csc(Nc2ccccn2)n1 (stereo unspecified)	0%
O=C(NCc1ccco1)c1cccc2c1C(=O)c1ccc(N3CCC(N4CCCCC4)CC3)cc1S2(=O)=O	5%
COC(=O)c1cccc(Nc2c(-c3ccc(O)c(OC)c3)nc3nc[nH]n23)c1	-7%
Cc1ccc([C@H]2C[C@H](O)[C@@H](n3cc(C4CC4)nn3)CN2C(=O)C2CCCCC2)cc1	7%
CCOC(=O)C1CCN(C(=O)Cn2ncc3c4ccccc4n(Cc4ccccc4F)c3c2=O)CC1	-4%
COc1ccc(NC(=O)CCS(=O)(=O)c2cc(Br)cc3c2N(C(C)=O)CC3)c(OC)c1	-11%
COc1ccccc1CNC(=O)CSc1ncc2c(n1)-c1ccccc1N(Cc1ccc(C)cc1)S2(=O)=O	2%
CNC(C)C(=O)NC(C(=O)N1CCCC1C(=O)Nc1ccc2[nH]ccc2c1)C(C)C (stereo unspecified)	-11%
COc1ccc(CNC(=O)Cc2csc3ccccc23)cc1OC	0%
COc1ccc(-c2cc3c(c4c2ccn4C)C2CCC3C2)cc1OC (stereo unspecified)	-4%
Cc1ccc(CN2C(=O)CN(C3CCCCCC3)C(=O)C2c2ccc(F)cc2)cc1 (stereo unspecified)	3%
COC(=O)C[C@@H]1C[C@@H]2c3cc(NC(=O)Cc4ccncc4)ccc3O[C@@H]2[C@@H](CO)O1	1%
CC(=O)Nc1ccc(S(=O)(=O)NCCc2ccc3c(c2)OCCO3)cc1	-1%
CCC1=C(c2ccc(C)cc2)S(=O)(=O)N=C1N1CCC(C(=O)Nc2ccccc2F)CC1	-3%
CCCCn1nnnc1C(C1CC1)N1CCC2(CC1)C(=O)NCN2c1ccccc1 (stereo unspecified)	1%
COc1cccc(CNC(=O)Cn2nc3c(cc2=O)CCCC3)c1OC	2%
CCOc1ccc(-n2c(Cc3ccccc3)nnc2SCc2nc(-c3ccccc3OC)no2)cc1	-9%
O=C(CS(=O)(=O)c1ccc(Cl)cc1)N1CCN(c2ccccc2)CC1	1%
N#Cc1ccccc1CSc1nnc(-c2ccc(Br)cc2)o1	6%
COc1ccc(NC(=O)c2oc3ccccc3c2NC(=O)COc2ccc(C(C)C)cc2)c(OC)c1	4%
Cc1ccc2c(c1)-c1nc(-c3ccc4c(c3)NC(=O)CO4)cc(-c3ccc(Cl)cc3)c1CO2	1%
COc1ccc(CNC(=O)CN(c2ccc(C)cc2)S(=O)(=O)c2c(C)n[nH]c2C)cc1	4%
Cn1ccc2c(N3CCCCC3)cc3c(c21)C1CCC3O1 (stereo unspecified)	-6%
CC(=O)OC1CCC2C3CCC4=CC(=O)CCC4(C)C3CCC2(C)[C@]1(C)O (stereo partly specified)	0%
COc1ccc(-c2coc3c(C(=O)NC(C)C)cccc23)c(C)c1	-8%
COc1ccc2c(c1)CO[C@@]21O[C@H](CCO)C[C@H](O)[C@H]1O	2%
CCOc1ccc(C2C(C(N)=O)=C(C)Nc3nc(SCc4ccccc4F)nn32)cc1 (stereo unspecified)	-3%
CN1CCN(C(=O)c2cnn(-c3cccc(F)c3)c2C2CCN(C(=O)OC(C)(C)C)CC2)CC1	5%[15.4 µM]
COc1cccc(C2c3c(oc4ccc(C)cc4c3=O)C(=O)N2CCCN2CCOCC2)c1OC (stereo unspecified)	1%
CCOC1=C2[C@H](c3ccccc3F)N(S(=O)(=O)c3ccc(C)cc3)C[C@H]2n2c(=O)n(-c3ccccc3)c(=O)n2C1	0%
CCO/C(C)=N/Oc1cncnc1	3%
Cc1oc(-c2ccc(C(=O)NCc3ccc(F)cc3)cc2)nc1CS(=O)c1ccccc1 (stereo unspecified)	-8%
COc1ccc(NC(=O)c2sc(=O)n(Cc3ccc(SC)cc3)c2C)cc1OC	1%
C[C@H]1CN([C@@H](C)CO)C(=O)CCCn2cc(nn2)CO[C@@H]1CN(C)C(=O)CCC(F)(F)F	5%
CC(C)C1Cc2[nH][nH]c(=O)c2C(C2CC2)O1 (stereo unspecified)	-5%
COc1ccc(C(=O)CC2(O)C(=O)Nc3c(C)cccc32)c(OC)c1OC (stereo unspecified)	3%
